Source: PubChem BioAssay
b-catenin transl: alters nuclear translocation of beta-catenin in HeLa cells; immunofluorescence imaging; nuclear translocation activity, % at 5 µM; 0.3% of 190,000 active;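 active = nuclear translocation activity above 50% at 5 µM, with a well cell count of 50 or more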;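 also: per-cell ratio of nuclear to cytoplasmic median beta-catenin stain intensity; plate controls were DMSO negative control for no effect and GSK-3 inhibitor IX positive control for full effect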
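assay system = human HeLa cells, endogenous beta-catenin | times = compound treatment 24 h, 37°C, 5% CO2 | detection = Anti-beta-catenin immunofluorescence on PFA-fixed, Triton-permeabilized cells, DAPI nuclei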
NOD2 inhibition: inhibition of NOD2-driven NF-kB reporter – cell-based, luminescence, uHTS, HEK293 (AID 1566); HEK293 NOD2/NF-kB luciferase reporter, luminescence; higher % means a stronger effect; inhibition, % at 4 µM; hits with a dose series show EC50 in µM; 0.63% of 290,000 active; in the data active = inhibition above about 50%; also: many of its hits are not listed in these tables
Dynein transport: dynein cargo transport inhibition | 3617.4 mouse cells, GR-EGFP nuclear translocation imaging; test concentration mostly 20 µM; stimulated with dexamethasone, 1 µM; active compounds read low | z-score, hits read low | 0.47% of 220,000 active | AID 1381;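 active = plate z-score of nuclear minus cytoplasmic receptor signal below a set negative limit, without overly bright fluorescence or cell loss, cut at about -3.5 in these data, passing the limit was not always enough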;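 also: z-score of nuclear minus cytoplasmic ring GR-EGFP intensity difference per well; some compounds called inactive have numbers as strong as hits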
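Also added: dexamethasone, 1.0 µM final. Medium: tet-free, stripped-serum medium. Detection: fixed, Hoechst-stained cells imaged at 10x for EGFP. Read-out: nuclear-to-cytoplasmic GR-EGFP distribution per well. Times: induction 48 h, compound 1 h, agonist 30 min.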
WT yeast gro inh: growth inhibition of WT yeast, mitochondrial fusion screen; mitochondrial fusion phenotypic screen, WT strain; inhibition, % at 10 µM; 2.1% of 190,000 active; AID 1362; in the data active = inhibition above about 58%; tested in S. cerevisiae
MT stabilize HCS: stabilizes microtubules in HeLa cells; HeLa tubulin immunostaining HCS, 24 h; share of cells brighter than vehicle mean+2SD; % tubulin-high responders, % at 10 µM; 0.83% of 200,000 active; AID 2205;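 active = plate Z-score above 3 for both tubulin-high and condensed-nucleus cell shares, with cell loss under 80%, at 10 µM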;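 also: anti alpha tubulin signal scored within the nucleus-defined area of each cell; some results filed as inactive read as strong as hits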
Autophagy HCS: autophagy modulation, high-content screen; MEF GFP-LC3 puncta imaging; test concentration mostly 10 µM; calls only at 10 µM (by protocol); 0.98% of 190,000 active; AID 463193;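 active = percentage of spot-positive cells more than 3 SD above its plate mean, without a fluorescence outlier flag or 80% toxicity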;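 also: spot-positive cell cutoff set from DMSO-treated cells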
Insulin prom up: MIN6 insulin promoter up-regulation | z-score at 5 µM | MIN6 insulin promoter-GFP reporter, high-content imaging; active compounds read high | 0.3% of 190,000 active;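 active = z-score above 3 at 5 µM with at least 500 cells counted in the well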
Hep lipid drop: modulators of hepatic lipid droplet formation | AML12 mouse hepatocytes, oleate lipid droplets, BODIPY imaging | inhibition, % at 6.5 µM | 0.4% of 240,000 active | AID 1656;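 active = lipid droplet intensity inhibited by at least 50%, with more than 500 cells counted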
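Material: mouse AML12 hepatocyte cell line, fixed after treatment; Timing: compound with oleate, overnight; Technique: high-content imaging of BODIPY-stained droplets and DAPI nuclei; Probe or stimulus: oleate, 100 µM final; Dosing: compound at 6.5 µM only.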
Yfh1-off respiration: enhancers of respiration in Yfh1-depleted yeast, dose response, Friedreich's ataxia, plus single-dose screen (AID 1465). S. cerevisiae Yfh1-off respiration, WST-1 reduction, 72 h; higher fold induction means a stronger effect. one-dose fold induction at 50 µM; EC50 in µM for titrated hits. 0.074% of 220,000 active;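 active = fold induction of absorbance versus untreated yeast above a set limit, then at least 30% activation at any dose in follow-up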;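 also: activators that raise dye reduction in frataxin-depleted yeast; strong numbers were not always called active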
WT yeast gro inh mutant strain: further read-out of WT yeast gro inh, marked with its call; inhibition, %; mitochondrial fusion phenotypic screen, mutant strain inhibition
Dynein transport cytoplasmic EGFP: also measured in Dynein transport; calls as there; z-score; measured here: cytoplasmic GR-EGFP intensity; active compounds read high
Dynein transport nuclear GR-EGFP: second read-out of Dynein transport, no call of its own (marks repeat the call); z-score; measured here: nuclear GR-EGFP intensity;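 lower value marks the stronger effect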
Dynein transport cell count: further read-out of Dynein transport, marked with its call; z-score; measured here: cell count per field
Insulin prom up cell count: recorded beside Insulin prom up, whose call it bears; cell count; measured here: cytotoxicity, nuclei count;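 total cells summed across four imaged fields per well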
Hep lipid drop cells 6.5 µM: further read-out of Hep lipid drop, marked with its call; cell count; measured here: cell count, cytotoxicity flag;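 cells counted across two imaged fields per well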
b-catenin transl cell count 5 µM: further read-out of b-catenin transl, marked with its call; cell count; measured here: cell count, cytotoxicity flag
MT stabilize HCS Hoechst-high %: second read-out of MT stabilize HCS, no call of its own (marks repeat the call); % Hoechst-high responders; measured here: nuclear condensation Hoechst responders;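 share of cells brighter than vehicle mean plus two SD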
MT stabilize HCS cytotoxicity %: further read-out of MT stabilize HCS, marked with its call; toxicity, %; measured here: cytotoxicity by cell density;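 0% = mean cell density of plate MIN control wells and 100% = no cells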
Autophagy HCS cell loss 18 h: recorded beside Autophagy HCS, whose call it bears; toxicity, %; measured here: cell loss, nuclei count;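 cell loss after 18 h compound exposure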
Active calls of the source: *; i = inactive; . = no result given.

Below each compound: Dynein transport	Hep lipid drop	Insulin prom up cell count	WT yeast gro inh	Autophagy HCS	Hep lipid drop cells 6.5 µM	Dynein transport cytoplasmic EGFP	Dynein transport cell count	Dynein transport nuclear GR-EGFP	b-catenin transl	Yfh1-off respiration	MT stabilize HCS cytotoxicity %	NOD2 inhibition	MT stabilize HCS	b-catenin transl cell count 5 µM	MT stabilize HCS Hoechst-high %	WT yeast gro inh mutant strain	Insulin prom up	Autophagy HCS cell loss 18 h
Cn1c(CN2CCOCC2)nc2cc(NC(=O)c3ccccc3Cl)ccc21
 : 0.19	-5	1188	-9	i	722	-0.21	-0.41	0.48	-1.2	i	6.3	-14%	2.9	1094	2.2	-1	-0.3	-1
Cc1ccc(NC(=O)CCC(=O)NNC(=O)c2cccs2)c(C)c1
 : 0.15	.	1527	-16	i	.	-0.19	-0.011	-0.26	-1.3	i	2.2	6%	1.9	1395	2.1	-8	-0.25	15
C=CCOc1cccc(CNn2nnnc2N)c1
 : 0.54	-2	1439	-14	i	679	-0.33	0.27	-0.098	1.0	i	16	9%	3.5	1520	2.4	-16	-0.19	-9
CCOC(=O)c1c(-c2cccc([N+](=O)[O-])c2)cn2ccccc12
 : 0.13	-5	1066	-18	i	601	-0.3	0.14	0.37	-1.4	i	5.0	20%	2.8	1110	2.4	7	-1.3	-4
CN(C)/C=C(\C(=O)c1ccccc1)c1nnnn1-c1ccccc1
 : -0.26	-31	1120	.	.	822	-0.24	0.25	0.29	-0.5	i	.	16%	.	1254	.	.	-0.83	.
Cc1cccc(C(C)C)c1NC(=O)c1ccc(COc2ccc3c(C)cc(=O)oc3c2)cc1
 : -0.8	-2	1122	-1	i	543	-0.28	0.45	-0.67	5.9	i	1.8	-11%	2.1	463	2.8	-19	-0.96	-4
O=C1NC2NC(=O)N(C(Cc3ccccc3)C(=O)O)C2N1 (stereo not drawn)
 : 0.4	.	1224	-13	i	.	-0.28	-0.6	0.37	-1.6	i	2.3	-1%	5.1	1138	2.7	-3	0.89	10
Cc1ccc(S(=O)(=O)C2(C(=O)Nc3cccnc3)CC2)cc1
 : -0.087	-1	1835	14	.	638	-0.2	0.12	0.069	-0.6	i	5.1	21%	3.2	1046	2.2	-16	-1.3	.
Cc1c(Cl)cccc1NC(=S)N(C)CCC#N
 : -1.6	-11	1222	12	i	704	-0.18	0.93	-1	0.9	i	2.2	-24%	1.7	998	1.9	-7	0.1	4
COc1ccc(Cl)cc1S(=O)(=O)N1CCN(C(=O)COc2ccccc2)CC1
 : -0.81	-3	1258	13	i	661	-0.16	0.82	0.11	.	i	4.1	-3%	2.8	.	1.3	3	-0.14	-3
COc1ccc(C2=NN(CCC(=O)NCc3ccc4c(c3)OCO4)C(=O)CC2)cc1
 : -0.76	-6	1361	-1	i	538	-0.17	0.58	-0.27	-1.6	i	8.0	8%	2.7	1104	1.9	-6	0.41	-1
CCCC(c1nnnn1Cc1ccc(F)cc1)N1CCN(CC)CC1 (stereo not drawn)
 : -0.36	4	1511	-9	i	695	-0.37	1.1	-0.23	0.1	i	8.2	7%	1.5	1479	3.0	7	1.3	0
CCC(=O)N1CCCc2cc(S(=O)(=O)N3CCN(c4ncccn4)CC3)ccc21
 : -0.4	.	1014	15	i	.	-0.26	0.82	-0.15	.	i	9.2	26%	1.8	.	5.5	28	0.42	-4
Cc1cc(C(=O)CSc2ccc(F)cc2)cc(C)c1OC(=S)N(C)C
 : -1.4	6	.	16	i	766	-0.26	0.94	-0.67	.	i	8.0	40%	0.6	.	0.9	2	.	-10
O=c1[nH]cnc2[nH]ncc12
 : 1.6	-6	.	12	i	658	-0.27	-0.41	1.1	.	i	4.7	11%	2.0	.	1.8	-3	.	35
COC(=O)/C=C1/S/C(=N/NC(=O)c2ccccc2C)NC1=O
 : -0.96	-7	762	-4	i	769	-0.16	0.57	-0.45	.	i	2.8	8%	2.0	.	1.0	-2	0.63	-3
COc1ccc([C@@H]2C[C@H](c3ccccc3)Oc3cc(C)cc(C)c32)cc1
 : -0.23	3	908	.	.	685	-0.61	-0.27	-0.14	-0.6	i	.	-2%	.	1358	.	.	-0.19	.
CC1(CO)COC(c2ccccc2)=N1 (stereo not drawn)
 : 1.3	12	1056	.	.	759	-0.23	-0.54	0.6	0.2	i	.	-5%	.	1353	.	.	0.04	.
CCCc1cc(=O)[nH]c(SCC(=O)NCCC2=CCCCC2)n1
 : 0.84	2	1624	4	i	689	-0.22	-0.78	0.68	-4.2	i	11	16%	3.3	1079	1.6	-6	0.22	-4
COc1ccc(-c2[nH]ncc2CN(C)Cc2cccnc2)c(F)c1
 : -0.24	-5	1308	7	i	675	-0.34	0.75	-0.26	-0.2	i	6.2	10%	1.7	1150	1.9	3	0.14	16
COCCN(CCOC)S(=O)(=O)c1ccc(C(=O)Nc2nnc(C3CC3)o2)cc1
 : -0.012	-11	1772	10	i	692	0.078	-0.89	0.72	-1.2	i	4.8	14%	2.1	1052	1.8	1	1.1	-1
CCOC(=O)c1c(NC(=O)CCC(=O)N(CC)CC)sc2c1CC(C)(C)OC2
 : -1.1	-12	1109	.	.	708	-0.23	1.3	-0.5	0.9	i	.	9%	.	1399	.	.	0.61	.
Cc1cccc(OCC(=O)Nc2ccc(N3CCCC3)cc2)c1C
 : .	.	893	11	.	.	.	.	.	-1.8	i	.	5%	.	982	.	-12	-0.8	.
COc1cc(/C=C/C(=O)N2CCOCC2)ccc1OCc1ccccc1
 : -0.29	2	.	7	i	539	-0.29	0.26	-0.16	-0.7	i	6.8	6%	2.3	970	3.6	-17	.	3
Cc1cc(=O)n2nc(N3CCC(C(=O)NC(C)c4ccccc4)CC3)sc2n1 (stereo not drawn)
 : 0.27	6	997	18	i	777	-0.33	0.31	0.028	-4.1	i	12	19%	1.1	1285	1.6	23	-0.01	7
O=C(CC(=O)N/N=C\c1ccc(F)cc1)NCCc1ccccc1
 : 0.87	-1	1514	-1	i	699	-0.025	-1.1	1.1	-3.3	i	7.5	19%	2.4	983	0.9	-15	0.24	-4
O=[N+]([O-])c1cccc(CNc2ccc3c(c2)CCC3)c1
 : -0.82	6	1251	18	i	715	-0.28	0.58	-0.56	.	i	5.3	-4%	2.0	.	3.3	15	-0.32	6
COCCCn1c(C(C)C)nc2oc3cc(OC)ccc3c(=O)c2c1=O
 : -0.48	.	1247	13	i	.	-0.22	0.025	-0.12	-5.1	i	8.3	11%	4.0	972	2.0	2	0.04	22
Fc1ccc(Oc2cc(N3CCOCC3)nc(-c3ccccc3)n2)c(F)c1
 : -0.15	-1	1546	18	i	669	-0.2	0.18	-0.41	-1.6	i	3.8	26%	1.4	1060	0.9	23	-0.47	-5
COc1ccc(N(CC(=O)Nc2ccccc2SC)S(C)(=O)=O)cc1OC
 : -1.2	0	1297	-5	i	783	-0.26	0.62	-0.61	0.8	i	4.3	6%	2.8	926	2.2	8	0.39	-2
CC/C(=C\C(=O)c1ccncc1)Nc1ccc(Br)cc1
 : -0.43	2	936	20	i	761	-0.26	0.5	-0.28	-2.3	i	7.9	2%	3.0	1261	3.5	19	0.06	4
COc1ccc(N/C=C2\CCc3ccccc3C2=O)cc1
 : -0.22	26	1528	56	i	724	-0.17	0.85	0.18	1.9	i	11	-98%	1.3	922	1.8	29	-0.11	11
CSCCC(NC(=O)c1ccc(Br)cc1)C(=O)O (stereo not drawn)
 : 0.1	3	1288	-14	i	705	-0.36	-0.019	-0.44	-0.7	i	6.3	11%	2.9	1112	2.3	-1	0.19	-6
CN(CCc1cn[nH]c1)Cc1nc(Cc2ccccc2F)no1
 : -0.49	8	1363	9	i	675	-0.23	0.33	-0.13	0.4	i	0.7	-20%	4.6	1135	2.2	3	-0.29	11
COc1ccc(N(CC(=O)NCCC2=CCCCC2)S(=O)(=O)c2ccc(C)cc2)cc1OC
 : 0.65	-27	1381	6	i	729	-0.17	-0.84	0.33	-1.1	i	4.9	-2%	2.8	1529	2.3	-15	-0.15	-15
CCOc1cc(/C=C2\SC(=N)N(c3nonc3N)C2=O)ccc1OCCN1CCOCC1
 : -1.4	6	1367	1	i	725	-0.29	1.1	-0.77	2.0	i	2.7	-8%	4.4	1032	1.9	-5	-0.21	-4
CCC(=O)c1ccc(O)c(OC)c1
 : 0.54	6	1213	5	i	767	0.08	-0.15	0.25	0.8	i	6.3	15%	1.4	1030	1.3	-9	-0.27	-2
O=C(CC1Nc2ccccc2NC1=O)Nc1ccccc1 (stereo not drawn)
 : -0.43	0	1949	26	i	618	-0.12	0.27	0.0069	-1.5	.	2.9	-5%	2.4	1122	2.9	10	0.68	4

2 successive entries out of the list so far, quoted:
Below each compound: Dynein transport	Hep lipid drop	Insulin prom up cell count	WT yeast gro inh	Autophagy HCS	Hep lipid drop cells 6.5 µM	Dynein transport cytoplasmic EGFP	Dynein transport cell count	Dynein transport nuclear GR-EGFP	b-catenin transl	Yfh1-off respiration	MT stabilize HCS cytotoxicity %	NOD2 inhibition	MT stabilize HCS	b-catenin transl cell count 5 µM	MT stabilize HCS Hoechst-high %	WT yeast gro inh mutant strain	Insulin prom up	Autophagy HCS cell loss 18 h
Cc1cc(C(=O)CSc2ccc(F)cc2)cc(C)c1OC(=S)N(C)C
 : -1.4	6	.	16	i	766	-0.26	0.94	-0.67	.	i	8.0	40%	0.6	.	0.9	2	.	-10
O=c1[nH]cnc2[nH]ncc12
 : 1.6	-6	.	12	i	658	-0.27	-0.41	1.1	.	i	4.7	11%	2.0	.	1.8	-3	.	35

Only part of the results is shown; count on the stated rates, not on these rows.
